Bioassay records (PubChem BioAssay)
All columns: NCI-60 one-dose screen, growth in % after 48 h at 10 µM unless noted; 100 = growth as untreated, 0 = no growth, -100 = all killed.
NCI-H23: NCI-H23 lung cancer | hit rate 4% among 80,000
NCI-H522: NCI-H522 lung cancer | hit rate 8% among 78,000 | AID 1794739
NCI-H322M: NCI-H322M lung cancer. AID 1794733. hit rate 2.7% among 80,000
SW-620: SW-620 colon cancer | AID 1794795 | hit rate 5.2% among 82,000
COLO 205: COLO 205 colon cancer; hit rate 7.3% among 79,000; AID 1794742
NCI-H226: NCI-H226 lung cancer; hit rate 3.5% among 79,000
NCI-H460: NCI-H460 lung cancer | hit rate 6.8% among 82,000 | AID 1794736
HT29: HT29 colon cancer; hit rate 7.4% among 81,000
HCT-15: HCT-15 colon cancer. hit rate 5.2% among 82,000
Numbers without * were called inactive; / = no result given; & = joins results of further samples; [ ] = remark or other dose. Rule for the calls: active = growth percent below 10; inactive = the rest.

SMILES	NCI-H23	NCI-H522	NCI-H322M	SW-620	COLO 205	NCI-H226	NCI-H460	HT29	HCT-15
O=C1C(Cl)=C(NCc2ccc(Cl)cc2)C(=O)N1c1cccc(C(F)(F)F)c1	95	88	97	106	91	100	104	99	93
CCOC(=O)c1cc2c([nH]1)-c1nc(N)sc1CCC2	92	82	77	102	107	66	98	104	97
O=C(N/N=C/c1cc(O)c(O)c(O)c1)c1ccc2nc(-c3ccc(Cl)cc3)[nH]c2c1	93	88	60	94	112	52	97	107	95
CC1[C@H]2[C@H](C[C@H]3[C@@H]4CC=C5c6sc(Nc7ccccc7F)nc6CC[C@]5(C)[C@H]4CC[C@@]32C)O[C@]12CC[C@@H](C)CO2 (stereo partly specified)	/	-66*	-31*	-75*	-88*	-29*	-63*	-79*	-80*
COc1ccc(/C=c2\nc3n(-c4ccccc4)c4nnc(NN)n4n-3c2=O)cc1	96	93	96	102	108	92	100	106	101
COc1cccc2c1nc1n2C(c2c(F)cccc2Cl)SC1 (stereo unspecified)	89	49	97	99	95	68	91	105	97
OCc1ccnc2ccccc12	97	/	131	106	119	95	106	113	102
Clc1ccccc1C1=NN(c2ccc(-c3ccccc3)nn2)C(c2ccccc2)C1 (stereo unspecified)	95	85	97	97	101	87	98	81	92
CCCCCCCCCCCCc1ccc([N+](CC)(CC)CC)cc1	18	34	88	59	20	59	44	39	96
Cc1cc(C)c(N)c(Br)c1	84&101	88&95	105&130	104&111	105&102	106&106	101&114	90&102	95&106
N/C(Cc1nc2ccccc2s1)=N/O	86	23	92	86	109	82	92	92	79
CC(=O)/C(N=Nc1cccc2c1C(=O)c1ccccc1C2=O)=C(\C)O	102	88	107	108	114	110	107	92	99
Cn1c(=O)c2c(nc(OCCc3ccccc3)n2C)n(C)c1=O	111	85	119	112	115	99	110	87	104
CC1(C)C(=O)/C(=C\c2cccnc2)C[C@]2(C)[C@H]3CC[C@@H]4[C@H]5[C@H](C(=O)/C=C/c6cccnc6)CC[C@]5(C(=O)O)CC[C@@]4(C)[C@]3(C)CC[C@@H]12	-60*[100 µM]	-72*[100 µM]	-97*[100 µM]	-22*[100 µM]	-56*[100 µM]	-37*[100 µM]	-44*[100 µM]	-72*[100 µM]	-75*[100 µM]
CCCCOc1nc(-c2cccnc2)nc2c1sc(=S)n2-c1ccccc1	107	71	/	104	109	94	125	96	101
c1cncc(C2SCCCS2)c1	97	80	110	110	105	107	106	86	108
O=C(Nc1nonc1-c1ccccc1)c1ccc(C(F)(F)F)cc1	73	83	87	95	119	89	48	103	81
Cc1cc(Br)ccc1S(=O)(=O)c1ccccc1	100	/	129	107	120	99	106	106	98
CC(C)(C)OC(=O)N1C/C(=C\c2ccoc2)C(=O)/C(=C/c2ccoc2)C1	99	79	88	57	109	98	107	98	100
CN1C(=O)[C@H]2c3c(cccc31)[C@H]1C(=O)[C@H](CCC1(C)C)C2(C)C	96	102	99	107	109	106	111	93	111
O=c1[nH]c(=O)n(C2OC(CO)C(O)C2O)cc1Br (stereo unspecified)	100	92	/	98	117	93	102	101	104
CCOC(=O)C1=C(C)Nc2nc3ccccc3n2C1c1ccc(OC)cc1 (stereo unspecified)	100	99	96	96	111	98	92	105	99
Oc1c(CCl)cc(Cl)cc1Cc1cc(Cl)cc(Cc2cc(Cl)cc(CCl)c2O)c1O	5.7*	-11*	4.1*	26	68	32	12	57	13
CC(C)NC(=O)OCc1c(COC(=O)NC(C)C)c2n(c1-c1ccc(Cl)c(Cl)c1)CCS2=O (stereo unspecified)	110	97	99	104	119	101	103	116	97
N#C/C(=C\c1ccc(O)cc1)n1nc2cccc(F)c2n1	89	82	90	104	114	98	97	105	90
CC(C)C[C@H](NC(=O)[C@@H]1CSSC[C@@H]2NC(=O)[C@H](CC(C)C)NC(=O)[C@H](CCC(=O)O)NC(=O)[C@@H](NC(=O)[C@H](CC(=O)O)NC(=O)[C@H](CC(=O)O)NC(=O)[C@@H](N)CC(N)=O)CSSC[C@H](NC(=O)[C@H](C)NC(=O)[C@H](C(C)C)NC(=O)[C@H](CC(N)=O)NC(=O)[C@H](C(C)C)NC2=O)C(=O)N[C@@H]([C@@H](C)O)C(=O)NCC(=O)N1)C(=O)O	106	74	105	111	/	101	103	79	110
COc1ccc(C(=O)c2ccc(C)cc2)c(O)c1	/	72	104	96	100	86	93	78	82
Nn1c(=O)n(-c2cccc(C(F)(F)F)c2)c(=O)c2cc(-c3ccc(F)cc3F)ccc21	-6.1*	-2.0*	5.2*	17	65	17	6.5*	61	11
Nc1nnc(-c2c[nH]c3ncccc23)c(-c2c[nH]c3ccccc23)n1	73	70	64	48	86	53	32	57	54
CC1CC(C#N)C(=O)O1 (stereo unspecified)	85	103	105	98	118	97	102	104	93
Clc1ccc(Nc2n[nH]c(-c3ccccc3)n2)c(Cl)c1	71	77	91	88	100	70	88	99	67
COc1cc(-c2nc(-c3ccccc3)c(-c3ccccc3)[nH]2)ccc1OC1CCCC1	75	46	81	84	83	/	61	52	36
COc1cc2c(cc1OC)C(=O)C(CC1CCN(C(=O)Nc3ccc(Cl)cc3)CC1)C2 (stereo unspecified)	89	83	93	100	101	92	98	97	97
COc1ccc(/C=C/C(=O)c2ccc(NC(=O)CSc3nc4[nH]c(=O)n(C)c(=O)c4[nH]3)cc2)cc1OC	91	87	96	93	/	86	101	98	101
CN1CCN(Cc2ccc(NC(=O)c3cncc(C#Cc4ncc5cnccn45)c3)cc2C(F)(F)F)CC1	34	58	60	22	17	-7.4*	53	27	57
COc1cc(-c2cc(-c3ccc(Cl)cc3)nc3nc(N)[nH]c(=O)c23)ccc1Oc1ccnc2cc(Cl)ccc12	107	96	96	109	95	89	104	92	106
COc1cc(/C=C/c2cc(/C=C/c3ccc(O)c(OC)c3)n(-c3ccccc3)c(=O)n2)ccc1O	78	68	87	78	71	80	91	-13*	81
CCOC(=O)C1CSC(C)(C(=O)OCC)N1 (stereo unspecified)	100	77	104	104	105	95	106	88	101
CC1=NN(c2cccc(Cl)c2)C(=O)/C1=C\c1coc2ccc(C(C)C)cc2c1=O	99	95	110	101	106	98	100	94	103
CN(C)CSC1=NCCS1	103	106	90	102	98	104	99	102	104
CCOC(=O)/C(C)=C\c1ccc(OC)c(OC)c1	98	107	101	106	105	100	102	106	101
CCCCCCCCCCCCCCCCNCCO[C@@H]1C[C@H](n2cc(C)c(=O)[nH]c2=O)O[C@@H]1C(=O)NCCCC[C@@H](NC(=O)[C@@H](C)NC(=O)[C@@H](CCCCN)NC(=O)[C@@H](C)NC(=O)[C@@H](CC(C)C)NC(=O)[C@@H](CCCCN)NC(=O)[C@@H](C)NC(=O)[C@@H](CC(C)C)NC(=O)[C@@H](CCCCN)NC(=O)[C@@H](CCCCN)NC(=O)[C@@H](C)NC(=O)[C@@H](CC(C)C)NC(=O)[C@@H](CCCCN)NC(=O)[C@@H](C)NC(=O)[C@@H](CC(C)C)NC(=O)[C@@H](CCCCN)NC(=O)CCCCCN)C(N)=O	106[2.13 µM]	89[2.13 µM]	110[2.13 µM]	108[2.13 µM]	109[2.13 µM]	96[2.13 µM]	109[2.13 µM]	102[2.13 µM]	104[2.13 µM]
N#Cc1c2c(nn(-c3ccccc3)c1=O)C(O)=C([N+](=O)[O-])C(c1ccc([N+](=O)[O-])cc1)C2 (stereo unspecified)	89	87	99	103	107	95	107	107	95
C=CC(=O)N[C@H](/C=C/C(=O)OCC)Cc1ccc(-c2cc(Cl)cc(Cl)c2)cc1	76	51	93	92	96	69	99	87	79
CCOC(=O)c1ccc(S(=O)(=O)N(C)c2oc(-c3cccc4ccccc34)nc2C#N)cc1	105	93	110	105	118	108	106	112	101
C[C@@H]1C(=O)O[C@H]2[C@H]1CC/C(COC(=O)OC/C1=C/CC[C@@]3(C)O[C@H]3[C@H]3OC(=O)[C@@H](C)[C@@H]3CC1)=C\CC[C@@]1(C)O[C@@H]21	108	89	98	99	102	109	105	106	94
CCN(CC)CCOC(=O)c1ccc(NC(=O)OCCCCOC(=O)Nc2ccc(C(=O)OCCN(CC)CC)cc2)cc1	92	111	105	101	108	93	110	86	90
COc1ccc(OC)c(/C=C/C(=O)c2c(C)nc3ccccc3c2/C=C/c2ccccc2)c1	59	24	78	36	86	/	29	37	38
OC1(Cc2ccccc2)CCNCC1	115	94	113	105	122	119	104	105	108
CC(=O)OC1C=CC(=O)OC1C1OC1C (stereo unspecified)	105	75	110	103	102	106	117	102	95
The list goes on:
SMILES	NCI-H23	NCI-H522	NCI-H322M	SW-620	COLO 205	NCI-H226	NCI-H460	HT29	HCT-15
COc1ccc(C(=O)n2nc(-c3ccncc3)nc2N)cc1	93	88	94	96	/	93	104	96	96
COc1ccc2c(-c3ccc(F)cc3)c(C#N)c(=NC(C)=O)oc2c1	54	5.8*	58	23	106	90	23	96	26
O=C1/C(=N/O)Cc2ccccc21	96	/	92	104	87	99	106	104	108
Cn1c2c(c(=O)n(C)c1=O)NC1(N2)C(=O)Nc2ccccc21 (stereo unspecified)	93	93	114	102	114	64	108	103	93
COc1ccccc1/C=C/C=N/N1C(=O)NC2C1N(C)C(=S)N2C (stereo unspecified)	91	84	92	99	113	109	95	109	91
O=c1onc(-c2cc3ccccc3nc2Cl)n1-c1ccccc1	85	79	92	93	93	63	95	103	97
CCCCc1ccc(-c2nn[nH]n2)nc1	101	97	118	108	106	98	110	/	101
COc1cc(OC)c([N+](=O)[O-])cc1Cl	97	100	111	107	111	109	106	115	100
C[C@H]1[C@H](C)CC[C@]2(C(=O)O)CC[C@]3(C)C(=CC[C@@H]4[C@@]5(C)C/C(=C/O)C(=O)C(C)(C)[C@@H]5CC[C@]43C)[C@H]12	91	54	93	102	93	95	92	88	88
CCCCN=C(N)N=C(N)N	99&93	108&102	106&89	106&99	103&107	105&109	97&109	103&111	102&101
O=[N+]([O-])c1cc(C(F)(F)F)ccc1Sc1ccc(C(F)(F)F)cc1[N+](=O)[O-]	63	78	112	21	123	91	74	19	71
COc1nc2c(c(=O)n1C)C1(C(=O)Nc3ccccc31)c1c(nc(OC)n(C)c1=O)N2	104	78	101	100	110	109	102	110	103
COc1ccc(CCC(=O)O)cc1	95	88	101	100	108	93	104	91	107
O=C(c1ccccc1O)N1CCCC1	99	76	101	100	103	94	105	93	99
CCCCC(=O)NCCNc1nccc(Nc2ccc(S(=O)(=O)Nc3ccccn3)cc2)n1	95	96	94	104	112	98	109	107	108
O=C1c2ccccc2C(=O)N1/N=C/c1cc(Cl)cc(Cl)c1O	107	89	106	106	113	95	109	109	100
CSc1ccc2c(c1)N(C(=O)/C(C#N)=C/c1cccs1)c1ccccc1S2	84	76	88	103	109	85	95	101	79
CC(C)CSc1nc(-c2ccc(F)cc2)c(C#N)c(N2CCN(C)CC2)n1	97	75	83	98	104	86	/	87	84
CC(=O)c1ccc(NC(=O)CSc2nnc(-c3cc(-c4ccc(Cl)cc4)nc4ccccc34)o2)cc1	61	61	98	76	97	96	46	84	77
COc1ccc(N=c2nc3sc4cccc(Cl)c4n3c(N)c2C#N)cc1	87	86	95	100	103	91	104	92	93
COc1cccc2c1O/C(=C\c1ncc([N+](=O)[O-])n1C)C2=O	-20*	-57*	24	-20*	-58*	-16*	-34*	-21*	5.9*
O=c1cnc2ccccc2[nH]1	116	92	96	109	129	100	117	94	104
COc1cccc(-n2cc(C#N)c(N)c2C(=O)c2ccc(Cl)cc2)c1	86	86	111	95	110	90	110	84	91
O=C(Nc1cccc(OC(F)(F)F)c1)Nc1ccc2oc(=O)ccc2c1	/	41	89	63	105	76	30	77	50
CC(C)CC(C)C1CCC(C)C1CCC(C)OC=O (stereo unspecified)	101	94	/	100	105	94	101	95	96
O=C(O)Cc1ccc(-c2ccccc2)cc1	102	96&95	103&95	106&107	113	83&112	103&116	97&104	109&100
c1ccc(-c2nc(-c3ccccc3)n(-c3nocc3-c3ccco3)n2)cc1	105	93	105	108	112	101	119	103	106
O=C1CCCCC1C(=O)C(F)(F)F (stereo unspecified)	90	97	107	96	109	98	103	107	102
CC1=CCC(OC(O)CCC(O)(C(=O)OC2(C)C=CC(O)(C(C)C)CC2)C(C)C)(C(C)C)CC1 (stereo unspecified)	97	100	97	105	111	100	109	106	101
COc1cc(CCC(=O)O)on1	98	94	128	108	111	104	112	115	107
